Bioassay records from PubChem.
XBP1 UPR activ – activators of adaptive arm of unfolded protein response (XBP1); CHO-XBP1 luciferase reporter, IRE1-XBP1 UPR activation, luminescence; percent of tunicamycin response, DMSO as zero; activation, % at 20 µM; 330,000 tested, 0.33% active;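 active means versus positive control, 20 µM dose yields 30% or more activation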;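 further: 100% = tunicamycin at 10 µg/mL and 0% = DMSO only wells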
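incubation = overnight seeding at 37 °C, 6 h compound treatment at 37 °C | assay system = CHO-XBP1 cells stably carrying IRE1-XBP1-driven luciferase reporter | input = 1000 cells per well | detection = luciferase luminescence | dosing = single point, 20 µM final compound, 1% DMSO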
TIM10 inh – TIM10 yeast growth inhibition | S. cerevisiae TIM10 strain growth, BacTiter-Glo luminescence, 24 h | inhibition, % at 10 µM | 330,000 tested, 1.4% active | AID 463195;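 active means inhibition of 40% or more at the single tested concentration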;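 further: wild-type TIM10 isogenic control strain grown at permissive 25 °C; 0% = DMSO yeast wells and 100% = minimal medium wells without yeast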
697 NFkB inh – lowers PMA/ionomycin-induced NF-kB signal in 697 B cells; AID 435022; 330,000 tested, 0.33% active; inhibition, % at 4 µM; 697 B-cell NF-kB luciferase reporter, 16 h; in the data active means inhibition above about 35%
tim23-1 inh – inhibits growth of tim23-1 mutant yeast | S. cerevisiae tim23-1 growth, BacTiter-Glo luminescence, 24 h | inhibition, % at 20 µM | 330,000 tested, 1.3% active | AID 463212;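 active means growth inhibition of the mutant yeast at or above 50%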;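 further: temperature-sensitive mutant grown at 25 °C; plate controls were DMSO-treated mutant yeast for no effect and medium wells lacking yeast for full effect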
Jurkat NFkB inh – inhibitors of the PMA/ionomycin-induced NF-kB reporter in Jurkat cells. PMA/ionomycin-induced NF-kB luciferase reporter, luminescence. inhibition, % at 4 µM. 330,000 tested, 0.53% active; in the data active means inhibition above about 50%
tim10-1 inh – tim10-1 yeast growth inhibition; S. cerevisiae tim10-1 ts strain growth, BacTiter-Glo, 24 h; inhibition, % at 20 µM; 330,000 tested, 2.2% active; AID 463190;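 active means inhibition of at least 40%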;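 further: mutant grown at 25 °C; 0% = DMSO wells with yeast and 100% = wells holding no yeast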
Mdm2-MdmX inh – human Mdm2/MdmX binding inhibition; SaOS-2 split-luciferase Mdm2/MdmX complementation, luminescence; inhibition, % at 8 µM; AID 485346; 330,000 tested, 3% active;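 active means inhibition of at least 50% at 8 µM in the primary screen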
Target sequence (O15151 whole entry, looked up): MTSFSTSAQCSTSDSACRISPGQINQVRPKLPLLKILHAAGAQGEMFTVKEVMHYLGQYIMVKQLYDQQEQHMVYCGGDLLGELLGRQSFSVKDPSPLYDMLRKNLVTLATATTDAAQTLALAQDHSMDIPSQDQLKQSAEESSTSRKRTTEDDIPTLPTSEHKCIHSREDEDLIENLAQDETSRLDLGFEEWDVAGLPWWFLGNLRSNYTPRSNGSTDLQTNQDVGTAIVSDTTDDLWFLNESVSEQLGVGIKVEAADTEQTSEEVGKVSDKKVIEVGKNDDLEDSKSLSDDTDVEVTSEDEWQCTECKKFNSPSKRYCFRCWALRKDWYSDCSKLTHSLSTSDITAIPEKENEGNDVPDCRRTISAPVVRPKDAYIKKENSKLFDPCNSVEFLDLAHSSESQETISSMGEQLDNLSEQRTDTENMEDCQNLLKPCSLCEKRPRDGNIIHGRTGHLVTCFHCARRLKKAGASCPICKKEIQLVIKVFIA
Target sequence (Q00987 whole entry, looked up): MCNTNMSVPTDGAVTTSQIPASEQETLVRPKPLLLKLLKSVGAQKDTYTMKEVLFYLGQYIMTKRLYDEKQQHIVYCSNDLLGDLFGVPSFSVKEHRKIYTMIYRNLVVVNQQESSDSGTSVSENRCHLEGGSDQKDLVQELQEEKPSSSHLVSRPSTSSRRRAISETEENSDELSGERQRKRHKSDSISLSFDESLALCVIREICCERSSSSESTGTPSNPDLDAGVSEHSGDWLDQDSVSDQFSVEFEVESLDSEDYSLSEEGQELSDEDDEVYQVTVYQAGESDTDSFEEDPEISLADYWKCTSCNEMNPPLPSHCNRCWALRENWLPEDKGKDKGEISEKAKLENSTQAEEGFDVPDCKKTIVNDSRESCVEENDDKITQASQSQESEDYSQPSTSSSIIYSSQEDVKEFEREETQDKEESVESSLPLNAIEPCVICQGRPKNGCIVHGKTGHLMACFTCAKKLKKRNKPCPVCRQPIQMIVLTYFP
UPR CHOP act – activators of apoptotic arm of unfolded protein response (CHOP) | CHO-CHOP luciferase reporter, UPR activation, luminescence; percent of tunicamycin response over DMSO baseline | activation, % at 10 µM | 330,000 tested, 0.34% active | AID 449763;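 active means at 10 µM dose, activation of 40% or more, normalized to positive control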;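 further: 100% = tunicamycin at 10 µg/mL and 0% = DMSO alone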
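assay system = CHO CHOP reporter cells | amount = 500 CHO-CHOP cells per well | buffer or medium = F12 with 10% FBS | incubation = 16-18 h cell attachment, then 6 h compound exposure, 37 °C | detection = luminescence read with Steady-Glo | read-out = percent activation relative to tunicamycin control | controls = tunicamycin high control, DMSO low control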
The depositor's hits bear a star.

What do the screens show for `COC(=O)C1=C(C)N(CC2CC2)C(=NCc2cc(OC)c(OC)c(OC)c2)N[C@H]1c1ccccc1`?
XBP1 UPR activ: 2; TIM10 inh: 1; 697 NFkB inh: 11; tim23-1 inh: -2; Jurkat NFkB inh: -14; tim10-1 inh: 3; Mdm2-MdmX inh: -17; UPR CHOP act: 0.0

What do the screens show for `O=S1OC(c2ccccc2)c2cc(Cl)ccc21` (stereo not drawn)?
XBP1 UPR activ: 0; TIM10 inh: 12; 697 NFkB inh: -6; tim23-1 inh: 35; Jurkat NFkB inh: -10; tim10-1 inh: 19; Mdm2-MdmX inh: -30; UPR CHOP act: -0.8

Results for N#CC1=C(N)C(C#N)(C#N)C(c2cccnc2)C2CC(c3ccccc3)CC=C12 (stereo not drawn) ?
XBP1 UPR activ: -4; TIM10 inh: 0; 697 NFkB inh: -26; tim23-1 inh: 8; Jurkat NFkB inh: 0; tim10-1 inh: 15; Mdm2-MdmX inh: 62*; UPR CHOP act: 0.3

Results for CN1CCN(c2ncc3c(n2)CC(c2ccccc2F)CC3=O)CC1 (stereo not drawn) ?
XBP1 UPR activ: -1; TIM10 inh: 19; 697 NFkB inh: -45; tim23-1 inh: 4; Jurkat NFkB inh: 3; tim10-1 inh: 3; Mdm2-MdmX inh: -8; UPR CHOP act: 0.5

What do the screens show for `CCCN(CCC)S(=O)(=O)c1ccc(C(=O)Nc2nnc(COC)o2)cc1`?
XBP1 UPR activ: 2; TIM10 inh: -11; 697 NFkB inh: -4; tim23-1 inh: 7; Jurkat NFkB inh: 1; tim10-1 inh: 24; Mdm2-MdmX inh: 17; UPR CHOP act: 0.8

How did CCCNC(=O)c1ccc(COc2cccc3ccccc23)o1 do in these assays?
XBP1 UPR activ: 7; TIM10 inh: 5; 697 NFkB inh: -8; tim23-1 inh: 38; Jurkat NFkB inh: 8; tim10-1 inh: 28; Mdm2-MdmX inh: 36; UPR CHOP act: 0.5

What do the screens show for `N#CCSc1nnc(COc2cccc3ccccc23)n1-c1ccccc1`?
XBP1 UPR activ: 2; TIM10 inh: 22; 697 NFkB inh: -44; tim23-1 inh: 11; Jurkat NFkB inh: 20; tim10-1 inh: 15; Mdm2-MdmX inh: 25; UPR CHOP act: -1.9

What do the screens show for `Cc1ccc(-n2nc(C)c3c(C)c(CCC(=O)NC(C)c4ccccc4)c(C)nc32)cc1` (stereo not drawn)?
XBP1 UPR activ: -4; TIM10 inh: 25; 697 NFkB inh: 15; tim23-1 inh: 13; Jurkat NFkB inh: 0; tim10-1 inh: 24; Mdm2-MdmX inh: 34; UPR CHOP act: 0.6

How did Cc1ccc(-c2nn3c(C)nnc3c3ccccc23)cc1S(=O)(=O)NCCO do in these assays?
XBP1 UPR activ: -2; TIM10 inh: 1; 697 NFkB inh: 18; tim23-1 inh: 15; Jurkat NFkB inh: -5; tim10-1 inh: 2; Mdm2-MdmX inh: 38; UPR CHOP act: -1.3

Results for COc1cc(-c2nnc(SCC(=O)c3cc(C)n(CC4CCCO4)c3C)o2)cc(OC)c1OC (stereo not drawn) ?
XBP1 UPR activ: -4; TIM10 inh: 18; 697 NFkB inh: 5; tim23-1 inh: 21; Jurkat NFkB inh: -7; tim10-1 inh: 22; Mdm2-MdmX inh: 17; UPR CHOP act: -3.0

How did CCN(CC(=O)NCc1cccs1)C(=O)/C=C/c1ccc(C)cc1 do in these assays?
XBP1 UPR activ: -2; TIM10 inh: 0; 697 NFkB inh: 0; tim23-1 inh: -10; Jurkat NFkB inh: 5; tim10-1 inh: -10; Mdm2-MdmX inh: 4; UPR CHOP act: 0.7

How did O=S(=O)(c1cc(Br)c(Cl)s1)N1CCCC1 do in these assays?
XBP1 UPR activ: -1; TIM10 inh: -24; 697 NFkB inh: -11; tim23-1 inh: -19; Jurkat NFkB inh: -10; tim10-1 inh: -24; Mdm2-MdmX inh: 13; UPR CHOP act: -1.2

What do the screens show for `COc1ccc2cc(CCNC(=O)c3cccs3)c(=O)[nH]c2c1`?
XBP1 UPR activ: -2; TIM10 inh: -3; 697 NFkB inh: -137; tim23-1 inh: 5; Jurkat NFkB inh: -102; tim10-1 inh: -15; Mdm2-MdmX inh: -159; UPR CHOP act: 2.6

Results for Oc1ccc(-c2csc(Nc3cccnc3)n2)cc1 ?
XBP1 UPR activ: 3; TIM10 inh: 1; 697 NFkB inh: -25; tim23-1 inh: 3; Jurkat NFkB inh: -45; tim10-1 inh: 7; Mdm2-MdmX inh: -23; UPR CHOP act: 0.8

Results for NC(=O)CCCn1c(C(=O)c2ccc(Cl)cc2)c2ccc([N+](=O)[O-])cc2[n+]1[O-] ?
XBP1 UPR activ: -3; TIM10 inh: -2; 697 NFkB inh: -158; tim23-1 inh: 2; Jurkat NFkB inh: 7; tim10-1 inh: -1; Mdm2-MdmX inh: 23; UPR CHOP act: -0.6

How did COc1ccc(C#Cc2c(-c3ccc(OC)cc3)oc3ccc(-c4ccc(OC)cc4)cc23)cc1 do in these assays?
XBP1 UPR activ: 0; TIM10 inh: 1; 697 NFkB inh: 19; tim23-1 inh: -6; Jurkat NFkB inh: 6; tim10-1 inh: -7; Mdm2-MdmX inh: -10; UPR CHOP act: 0.7

How did Cc1cccc([C@@H]2[C@@H]3C(=O)N(Cc4ccccc4)C(=O)[C@@H]3[C@]3(Cc4ccccc4)C(=O)N(c4ccccc4)C(=O)N23)c1 do in these assays?
XBP1 UPR activ: -1; TIM10 inh: 10; 697 NFkB inh: 15; tim23-1 inh: 11; Jurkat NFkB inh: 8; tim10-1 inh: -5; Mdm2-MdmX inh: 29; UPR CHOP act: 0.8

How did CCCN1Cc2cccc(C(=O)NCCCOC(C)C)c2C1=O do in these assays?
XBP1 UPR activ: -4; TIM10 inh: 6; 697 NFkB inh: 26; tim23-1 inh: 30; Jurkat NFkB inh: 0; tim10-1 inh: 6; Mdm2-MdmX inh: 0; UPR CHOP act: -0.3

Results for NC(=O)NCCCC(=O)O ?
XBP1 UPR activ: 0; TIM10 inh: 4; 697 NFkB inh: 21; tim23-1 inh: 10; Jurkat NFkB inh: 11; tim10-1 inh: 12; Mdm2-MdmX inh: 1; UPR CHOP act: 0.7

What do the screens show for `CCOC(=O)N1CCN(C(=O)C(NC(=O)c2ccc(C(C)(C)C)cc2)C(C)C)CC1` (stereo not drawn)?
XBP1 UPR activ: -1; TIM10 inh: 21; 697 NFkB inh: 2; tim23-1 inh: 22; Jurkat NFkB inh: -14; tim10-1 inh: 20; Mdm2-MdmX inh: 28; UPR CHOP act: 0.1

Results for COc1cccc(C(=O)NCC(=O)N/N=C/c2cccs2)c1 ?
XBP1 UPR activ: 0; TIM10 inh: 13; 697 NFkB inh: -1; tim23-1 inh: 1; Jurkat NFkB inh: 3; tim10-1 inh: -4; Mdm2-MdmX inh: -4; UPR CHOP act: 0.0

What do the screens show for `COc1ccc2c(c1)nc(SCC(=O)c1cccs1)n2C`?
XBP1 UPR activ: 8; TIM10 inh: 11; 697 NFkB inh: -16; tim23-1 inh: 32; Jurkat NFkB inh: -12; tim10-1 inh: 32; Mdm2-MdmX inh: 26; UPR CHOP act: 8.9

Results for COc1cc2c(cc1OC)CN(C(=O)CSc1nc3[nH]ncc3c(=O)n1-c1ccccc1)CC2 ?
XBP1 UPR activ: 1; TIM10 inh: 4; 697 NFkB inh: 27; tim23-1 inh: -14; Jurkat NFkB inh: 12; tim10-1 inh: 10; Mdm2-MdmX inh: 13; UPR CHOP act: -1.9

What do the screens show for `Fc1ccc2cnc(-c3ccccc3)c(-c3cc(C(F)(F)F)cc(C(F)(F)F)c3)c2c1`?
XBP1 UPR activ: 1; TIM10 inh: 17; 697 NFkB inh: -6; tim23-1 inh: 37; Jurkat NFkB inh: 13; tim10-1 inh: 20; Mdm2-MdmX inh: -3; UPR CHOP act: 3.6

What do the screens show for `CNC(=O)C12CC3CC(C1)CC(c1ccc(C)cc1)(C3)C2`?
XBP1 UPR activ: -4; TIM10 inh: 21; 697 NFkB inh: -2; tim23-1 inh: 38; Jurkat NFkB inh: -1; tim10-1 inh: 36; Mdm2-MdmX inh: 26; UPR CHOP act: 4.0

Results for Cc1cc(C)nc(NS(=O)(=O)c2ccc(NC(=O)C(C)Oc3ccccc3F)cc2)n1 (stereo not drawn) ?
XBP1 UPR activ: -2; TIM10 inh: -9; 697 NFkB inh: 9; tim23-1 inh: 5; Jurkat NFkB inh: 2; tim10-1 inh: 11; Mdm2-MdmX inh: -33; UPR CHOP act: 2.6

What do the screens show for `C1CCc2nc3c(nc2C1)CCCC3`?
XBP1 UPR activ: -2; TIM10 inh: -2; 697 NFkB inh: 10; tim23-1 inh: 8; Jurkat NFkB inh: 5; tim10-1 inh: 3; Mdm2-MdmX inh: 4; UPR CHOP act: 1.3

What do the screens show for `Cc1cccc(NC(=S)NCc2ccc3[nH]c4c(c3c2)CCCC4)c1`?
XBP1 UPR activ: 1; TIM10 inh: 43*; 697 NFkB inh: -17; tim23-1 inh: 49; Jurkat NFkB inh: -2; tim10-1 inh: 41*; Mdm2-MdmX inh: 64*; UPR CHOP act: -0.6

How did COC(=O)c1nn2c(C(F)(F)F)cc(-c3ccc(Br)o3)nc2c1Br do in these assays?
XBP1 UPR activ: 2; TIM10 inh: 21; 697 NFkB inh: 1; tim23-1 inh: 21; Jurkat NFkB inh: -12; tim10-1 inh: 14; Mdm2-MdmX inh: -2; UPR CHOP act: 0.6

What do the screens show for `C[C@H](CO)N1C[C@H](C)[C@@H](CN(C)S(=O)(=O)c2ccc(F)cc2)Oc2ccc(NC(=O)Nc3ccccc3)cc2C1=O`?
XBP1 UPR activ: 2; TIM10 inh: 4; 697 NFkB inh: 24; tim23-1 inh: 4; Jurkat NFkB inh: -2; tim10-1 inh: 7; Mdm2-MdmX inh: 34; UPR CHOP act: 0.2

Results for COc1ccc(NC(=O)c2ccc(NC(=O)CSc3nc(N)cc(=O)[nH]3)cc2)cc1 ?
XBP1 UPR activ: 1; TIM10 inh: -1; 697 NFkB inh: 27; tim23-1 inh: 15; Jurkat NFkB inh: 3; tim10-1 inh: 5; Mdm2-MdmX inh: -16; UPR CHOP act: -1.4

Results for CC(C)(C)C(=O)Cn1c[n+](N)cn1 ?
XBP1 UPR activ: 1; TIM10 inh: -2; 697 NFkB inh: 8; tim23-1 inh: 9; Jurkat NFkB inh: 2; tim10-1 inh: 1; Mdm2-MdmX inh: -1; UPR CHOP act: 1.2

How did COc1cccc(CCC(=O)N(C)C2CCCN(Cc3ccccc3F)C2)c1 (stereo not drawn) do in these assays?
XBP1 UPR activ: 0; TIM10 inh: 10; 697 NFkB inh: 1; tim23-1 inh: 21; Jurkat NFkB inh: -8; tim10-1 inh: 19; Mdm2-MdmX inh: -2; UPR CHOP act: 0.1

3 records drawn at random from the list so far, as already listed:
Results for NC(=O)NCCCC(=O)O ?
XBP1 UPR activ: 0; TIM10 inh: 4; 697 NFkB inh: 21; tim23-1 inh: 10; Jurkat NFkB inh: 11; tim10-1 inh: 12; Mdm2-MdmX inh: 1; UPR CHOP act: 0.7

What do the screens show for `C1CCc2nc3c(nc2C1)CCCC3`?
XBP1 UPR activ: -2; TIM10 inh: -2; 697 NFkB inh: 10; tim23-1 inh: 8; Jurkat NFkB inh: 5; tim10-1 inh: 3; Mdm2-MdmX inh: 4; UPR CHOP act: 1.3

How did Cc1cccc([C@@H]2[C@@H]3C(=O)N(Cc4ccccc4)C(=O)[C@@H]3[C@]3(Cc4ccccc4)C(=O)N(c4ccccc4)C(=O)N23)c1 do in these assays?
XBP1 UPR activ: -1; TIM10 inh: 10; 697 NFkB inh: 15; tim23-1 inh: 11; Jurkat NFkB inh: 8; tim10-1 inh: -5; Mdm2-MdmX inh: 29; UPR CHOP act: 0.8
